# Source: PubChem
# TbPYK inhibitor – inhibitors of Trypanosoma brucei pyruvate kinase; AID 624173; 410,000 tested, 0.12% active; TbPYK enzyme, Kinase-Glo Plus ATP luminescence, 45 min; Potency, µM (highest dose often 76.8 µM), without a hit: at the top dose activity, negative = inhibition, hits mostly inhibitors; Q57TT1; note: nearly all actives have a fitted effect of over 50% in size
#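 TbPYK + substrate in 50 mM TEA pH 7.2, 100 mM KCl, 10 mM MgCl2, 0.05% BSA, 0.01% Tween-20; cpd pinned; ADP 130 uM final; 45 min RT; Kinase-Glo Plus 10 min; luminescence endpoint.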
# LmPK inh – LmPK (Leishmania mexicana) enzyme inhibition | AID 1721 | Potency, µM (titrated, usually from 57.5 µM), without a hit: top-dose activity change, negative = inhibition, usual class: inhibitors | 290,000 tested, 0.37% active | purified LmPK, Kinase-Glo ATP luminescence, 1 h | Q27686
# Target sequence (Q27686 whole entry, looked up): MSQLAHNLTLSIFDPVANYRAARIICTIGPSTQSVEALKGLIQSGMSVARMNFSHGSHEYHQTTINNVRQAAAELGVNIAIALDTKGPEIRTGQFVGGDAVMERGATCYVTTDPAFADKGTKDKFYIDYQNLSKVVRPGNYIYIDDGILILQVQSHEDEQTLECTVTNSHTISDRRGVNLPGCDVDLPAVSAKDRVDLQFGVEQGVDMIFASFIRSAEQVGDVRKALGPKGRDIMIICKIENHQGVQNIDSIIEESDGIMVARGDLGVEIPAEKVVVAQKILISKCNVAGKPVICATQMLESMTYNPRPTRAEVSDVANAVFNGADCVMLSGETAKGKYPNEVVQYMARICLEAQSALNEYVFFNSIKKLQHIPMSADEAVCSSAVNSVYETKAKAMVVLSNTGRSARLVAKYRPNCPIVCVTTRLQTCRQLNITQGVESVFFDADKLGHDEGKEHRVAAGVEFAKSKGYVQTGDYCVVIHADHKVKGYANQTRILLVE
#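 Kinase-Glo luminescence read after 1 h RT reaction of 0.1 nM LmPK with 0.5 mM PEP and 0.1 mM ADP. Activity scaled between uninhibited and enzyme-free controls.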
# Pf growth 96h – P. falciparum growth inhibition at 96 hours; P. falciparum luciferase reporter growth, 96 h; Potency, µM (highest dose often 28.7 µM), without a hit: at the highest dose activity change, negative = inhibition, hits mostly inhibitors; 320,000 tested, 6.9% active; AID 504834
#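 96 h incubation, 37 C, 5% CO2, of luciferase-reporter P. falciparum-infected RBCs (2% hematocrit, 0.05% parasitemia final) with test compounds; endpoint luminescence.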
# Sm TGR block – S. mansoni TGR enzyme inhibition. Q962Y6. purified TGR, DTNB reduction, TNB absorbance 405 nm. Potency, µM (top dose mostly 114 µM), for inactives: at the highest dose activity change, negative = inhibition, usual class: inhibitors. 360,000 tested, 3% active. AID 485364; note: nearly all actives have a fitted effect of over 60% in size
#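 First, TGR (20 nM dispensed) and NADPH were mixed with compound. Second, a 15 min room-temperature incubation followed. Third, further NADPH and then DTNB were added to start the reaction. Finally, TNB absorbance was monitored kinetically.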
# HCV inh – inhibitors of hepatitis C virus infection | 340,000 tested, 3.4% active | Potency, µM (highest dose often 41.8 µM), inactives show top-dose activity change, negative = inhibition, hits mostly inhibitors | Huh7.5.1 HCVcc-Cre infection, luciferase reporter, 44 h
#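 Reporter virus HCVcc-Cre (~0.5 moi) infects cells exposed to compound; seeding density 1,000 cells/well with 4 h settling beforehand. Luminescence, 15 sec read, taken 44 h post-infection following a 15 min RT substrate incubation.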
# Pf growth 48h – P. falciparum growth inhibition at 48 hours (one generation); P. falciparum luciferase growth in erythrocytes, 48 h; Potency, µM (top dose mostly 28.7 µM), without a hit: at the highest dose activity change, negative = inhibition, most hits filed as inhibitors; 310,000 tested, 5.9% active
#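 Here the parasites carry a stable luciferase gene and grow inside erythrocytes in Albumax-based RPMI medium with compound for one erythrocytic cycle. Activity is scored as loss of luminescent signal.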
# * = called active by the depositor; ? = inconclusive; / = no result given; & = joins results of further samples; [ ] = dose if it differs, or a comment. Calls come from the whole dose curve; as a rule, active = well fitted curve in the direction sought with a large enough effect; inconclusive = small, poorly fitted or top-dose-only effect, or another doubt; inactive = no such curve, though single readings can be large; an effect the other way counts as inactive or inconclusive. % is set by controls: 0 for no effect and ±100 for the full control effect; potency is the fitted concentration of half-maximal effect.
1: CCCCOc1ccc(CN(C)c2ncnc(N)n2)cc1
2: COc1ccc(C(=O)NCC(c2ccco2)N2CCc3ccccc32)cc1 (stereo unspecified)
3: O=C(C1CC1)N1N=C(c2ccc(Cl)cc2)CC1(O)C(F)(F)F (stereo unspecified)
4: CCc1ccc(OCC2c3cc(OC)c(OC)cc3CCN2C(=S)NCCOC)cc1 (stereo unspecified)
5: Cc1ccc(C)c(NC(=O)CCC(=O)N/N=C2/CC(=O)CC(C)(C)C2)c1
6: CN1CCN(NC(=O)/C=C/c2cccc(Cl)c2)CC1
compound no.	1	2	3	4	5	6
TbPYK inhibitor	-8.5%	-6.5%	5.4%	-7.8%	-9.7%	-2.5%
LmPK inh	-3.4%	/	1.7%	1.3%	0.7%	-5.0%
Pf growth 96h	-22.0%	?	32.4%[activator]	10.4µM*	10.3%	5.0%
Sm TGR block	-28.4%	3.4%	-10.3%	6.6%	/	5.4%
HCV inh	-16.9%	?	-20.3%	?	25.3%	13.1%
Pf growth 48h	9.2%	?	-2.3%	?	-0.4%	21.9%

7: CN(c1ccccc1)c1nc(N)c([N+](=O)[O-])c(NCc2ccccc2)n1
8: O=C1CC(C(=O)N2CCc3ccccc32)CN1c1ccc(F)cc1 (stereo unspecified)
9: CCOC(=O)c1ccc(-c2c(-c3ccc4c(c3)OCO4)noc2-c2ccsc2)cc1F
10: COc1ccc(N)cc1C#N
11: Cc1ccc(C(=O)NCCNC(=O)Cc2ccccc2)cn1
12: N#Cc1c(-c2ccccc2)nc(-c2ccccc2)[nH]c1=O
compound no.	7	8	9	10	11	12
TbPYK inhibitor	0.9%	0.0%	-5.8%	-11.4%	-2.5%	-3.8%
LmPK inh	-1.1%	0.2%	1.0%	4.9%	-0.9%	7.6%
Pf growth 96h	?	19.7%	?	-16.8%	1.0%	?
Sm TGR block	0.1%	-17.2%	0.0%	0.0%	5.2%	4.3%
HCV inh	?	-8.5%	0.2%	-6.0%	8.5%	-6.5%
Pf growth 48h	?	7.0%	?	/	16.4%	7.3%

13: O=C(c1ccco1)N1CCN(C(c2ccccc2F)c2nnnn2Cc2cccs2)CC1 (stereo unspecified)
14: CNC1C(OC2C(O[C@@H]3C(O)C(O)[C@@H](N=C(N)N)C(O)C3N=C(N)N)OC(C)[C@@]2(O)CO)OC(CO)C(O)C1O (stereo partly specified)
15: O=C(Nc1ccccn1)c1c(O)c2cccc3c2n(c1=O)CCC3
16: Nc1nc(-c2ccco2)cs1
17: CCN(CC)C(=O)c1ccc(N(Cc2ccccc2)S(C)(=O)=O)cc1
18: NNC(=O)c1cccc(O)c1
compound no.	13	14	15	16	17	18
TbPYK inhibitor	-9.8%	2.2%	-4.8%	-3.1%	-2.2%	-8.1%
LmPK inh	-0.7%	/	3.6%	0.2%	6.6%	-5.3%
Pf growth 96h	?	5.4%	?	?	-8.1%	42.1%[activator]
Sm TGR block	-13.3%	/	0.1%	?	-11.7%	0.7%
HCV inh	-5.2%&-3.7%	/	7.4%	-1.0%	2.2%	5.5%
Pf growth 48h	-10.8%	4.2%	13.4%	13.4%	47.3%[activator]	33.0%[activator]

19: CC(=O)Nc1ccc(CN2CCN(C3CCCC3)C(CCO)C2)cc1 (stereo unspecified)
20: CCc1ccc(NC(=O)Cc2ccc(NC3=NC4CS(=O)(=O)CC4S3)cc2)cc1 (stereo unspecified)
21: COc1cc([N+](=O)[O-])cc(/C=N/NC(=O)Cn2cncn2)c1O
22: CC(=O)O[C@@]12CO[C@@H]1C[C@@H](O)[C@@]1(C)C(=O)[C@H](O)C3=C(C)[C@@H](OC(=O)[C@H](O)[C@@H](NC(=O)c4ccccc4)c4ccccc4)C[C@@](O)([C@@H](OC(=O)c4ccccc4)C12)C3(C)C (stereo partly specified)
23: COC(=O)c1ccc(NC(=O)[C@H](C)NC(N)=O)cc1
24: CCOC(=O)CSc1nnc(C2CCCCC2)n1C
compound no.	19	20	21	22	23	24
TbPYK inhibitor	0.4%	-6.8%	1.5%	0.2%	5.3%	-5.2%
LmPK inh	0.3%	3.7%	1.6%	-7.7%	-3.2%	-4.6%
Pf growth 96h	8.28µM*	14.5%	24.4%	0.0465µM*	28.7%	-23.4%
Sm TGR block	-2.4%	0.8%	-2.5%	-13.1%	1.2%	0.0%
HCV inh	15.2%	-0.4%	16.2%	0.316µM*	0.9%	-13.7%
Pf growth 48h	58.6%[activator]	1.0%	-15.3%	?	103.1%[activator]	-1.0%

# A second format for some results above:
cpd	canonical_smiles	TbPYK inhibitor	LmPK inh	Pf growth 96h	Sm TGR block	HCV inh	Pf growth 48h
22	CC(=O)O[C@@]12CO[C@@H]1C[C@@H](O)[C@@]1(C)C(=O)[C@H](O)C3=C(C)[C@@H](OC(=O)[C@H](O)[C@@H](NC(=O)c4ccccc4)c4ccccc4)C[C@@](O)([C@@H](OC(=O)c4ccccc4)C12)C3(C)C (stereo partly specified)	0.2%	-7.7%	0.0465µM*	-13.1%	0.316µM*	?
20	CCc1ccc(NC(=O)Cc2ccc(NC3=NC4CS(=O)(=O)CC4S3)cc2)cc1 (stereo unspecified)	-6.8%	3.7%	14.5%	0.8%	-0.4%	1.0%

# Remaining list, next part.
25: Cc1csc2nc3cc(C(N)=O)ccc3c(=O)n12
26: Cc1nnc(NC(=O)CSc2nccn2Cc2ccccc2)s1
27: CCCNC(=O)COC(=O)c1ccccc1OCc1ccc(Cl)cc1
28: Cc1oc(-c2ccc(Cl)cc2)nc1CN1CCC(C(=O)NCCCN2CCCC2=O)CC1
29: O=C(CCc1ccccc1)N/N=C/c1cccc([N+](=O)[O-])c1
30: CCOc1ccc(Cl)cc1CN1CCOCC1
compound no.	25	26	27	28	29	30
TbPYK inhibitor	0.2%	-14.9%&-0.7%	-3.3%	1.6%	1.9%	-7.7%
LmPK inh	-0.1%	-7.6%	3.7%	-0.9%	7.7%	-3.9%
Pf growth 96h	64.4%[activator]	-8.7%	-17.4%	?	?	13.0%
Sm TGR block	0.6%	-19.4%&-0.5%	10.9%	-30.2%	4.9%	17.0%
HCV inh	9.6%	/	2.4%	?	0.8%	7.8%
Pf growth 48h	88.3%[activator]	11.5%	/	/	-20.8%	/

31: S=C1NCCc2ccc(Cl)cc2C1c1ccccc1 (stereo unspecified)
32: CCOC(=O)Cc1csc(NC(=O)c2cnc3sc(C)cn3c2=O)n1
33: O=C(NCC1CCCO1)C(Cc1ccccc1)N1C(=O)C2C3C=CC(C4CC34)C2C1=O (stereo unspecified)
34: CCN(CC)C(=O)C12C(=O)Oc3ccccc3C1C2(C)C(=O)c1ccc(F)cc1 (stereo unspecified)
35: Cc1ccc(/C(N)=N/OC(=O)Cc2cccs2)cc1
36: COC(=O)c1c(NC(=O)C2CC=CCC2C(=O)O)sc(C)c1C (stereo unspecified)
compound no.	31	32	33	34	35	36
TbPYK inhibitor	5.4%	-1.6%	-22.0%	-6.3%	2.5%	-0.4%
LmPK inh	5.1%	-0.1%	-1.3%	-1.2%	-6.5%	12.0%
Pf growth 96h	-28.6%	16.9%	?	?	163.1%[activator]	1.7%
Sm TGR block	5.4%	-13.9%	-15.2%	16.0%	-25.2%	-18.0%
HCV inh	?	-10.7%	8.4%	-9.8%	12.3%	3.5%
Pf growth 48h	-36.2%	92.7%[activator]	-7.3%	?	232.4%[activator]	/

37: CCOc1ccc(OCC(=O)OCC(=O)Nc2ccccc2C#N)cc1
38: CC(C)CCOCC(O)CCC(=O)NNC(=S)Nc1ccccc1 (stereo unspecified)
39: CCOc1ccc(C(=O)NCC(=O)OCc2c(C)noc2C)cc1
40: COc1ccc(CNC(=O)c2cc3cc(OC)ccc3oc2=O)cc1
41: O=C(Oc1ccccc1/C=C\C(=O)c1cc2ccccc2o1)c1cccc(F)c1
42: CC(C)C(c1nnnn1Cc1ccccc1)N(Cc1ccco1)Cc1cccs1 (stereo unspecified)
compound no.	37	38	39	40	41	42
TbPYK inhibitor	0.5%	-20.9%	0.8%	0.6%&-3.3%	-1.0%	0.0%
LmPK inh	/	-0.9%	1.4%	-0.6%	-6.2%	-0.4%
Pf growth 96h	-11.8%	1.6%	8.2%	0.0%	-1.3%	19.7%
Sm TGR block	-2.3%	5.0%	10.9%	-0.2%&5.4%	2.5%	?
HCV inh	5.5%	-1.1%	16.3%	?	?	?
Pf growth 48h	?	5.4%	0.8%	7.5%	20.3%	?

43: CCn1nc(C)c(CN2CCCC(CNS(=O)(=O)c3ccc(OC)cc3)C2)c1C (stereo unspecified)
44: Cc1cc(C)c2c(c1)-c1c(ssc1=S)C(C)(C)N2C(=O)CSc1nncn1C
45: C#CCOCCOCCOCCNc1nc(N2CCN(C(=O)Cn3cc(CCCCN)nn3)CC2)nc(N2CCN(C(=O)[C@H](CCCCN)n3cc(CCCC)nn3)CC2)n1
46: CN(C)C1=NC[C@H](Cc2ccccc2)N1CC1CCCC1
47: CCN=C1SC(C(=O)Nc2cccc(Cl)c2)CC(=O)N1CC (stereo unspecified)
48: CCOC(=O)Cn1cnc2c(nnn2Cc2ccc(Cl)cc2)c1=O
compound no.	43	44	45	46	47	48
TbPYK inhibitor	1.8%	?	0.2%	-3.8%	1.1%	?
LmPK inh	-10.9%	1.9%	/	/	-0.1%[11.5 µM]	1.5%
Pf growth 96h	?	?	?	?	?	162.0%[activator]
Sm TGR block	-3.2%	-0.6%	-0.4%	-7.3%	1.1%	10.0%
HCV inh	-10.0%	12.6µM*	1.1%	?	-27.2%	8.1%
Pf growth 48h	9.1%	4.65µM*	?	?	-18.2%	8.9%

# Random excerpt: 4 compounds from above
45: C#CCOCCOCCOCCNc1nc(N2CCN(C(=O)Cn3cc(CCCCN)nn3)CC2)nc(N2CCN(C(=O)[C@H](CCCCN)n3cc(CCCC)nn3)CC2)n1
48: CCOC(=O)Cn1cnc2c(nnn2Cc2ccc(Cl)cc2)c1=O
44: Cc1cc(C)c2c(c1)-c1c(ssc1=S)C(C)(C)N2C(=O)CSc1nncn1C
43: CCn1nc(C)c(CN2CCCC(CNS(=O)(=O)c3ccc(OC)cc3)C2)c1C (stereo unspecified)
compound no.	45	48	44	43
TbPYK inhibitor	0.2%	?	?	1.8%
LmPK inh	/	1.5%	1.9%	-10.9%
Pf growth 96h	?	162.0%[activator]	?	?
Sm TGR block	-0.4%	10.0%	-0.6%	-3.2%
HCV inh	1.1%	8.1%	12.6µM*	-10.0%
Pf growth 48h	?	8.9%	4.65µM*	9.1%

# Next section.
49: COc1ccc2nc3oc(C(=O)N4CCN(c5ccccc5F)CC4)cc3cc2c1
50: COCCNC(=O)CCn1nc(-c2ccc(Cl)cc2)c2ccccc2c1=O
51: O=C(Nc1ccc(Nc2ccccc2)cc1)C1CC1
52: Cc1oc2ccc(OCc3ccc(Cl)cc3)cc2c1C(=O)O
53: CCOC(=O)C1CCCN(C(=O)C2CCN(S(=O)(=O)c3cccs3)CC2)C1 (stereo unspecified)
54: Cc1[nH]nc2c1C(c1ccccn1)N(c1ccc(Br)cc1)C2=O (stereo unspecified)
55: COc1ccc(CCNC(=O)C2CCCN(C(=O)N(C)C)C2)c(OC)c1 (stereo unspecified)
56: COc1ccc(C)cc1NC(=O)CCCN1C(=O)CN(C)C1=O
compound no.	49	50	51	52	53	54	55	56
TbPYK inhibitor	-7.0%	1.0%&0.7%	-9.5%	2.0%	-1.2%	1.0%	-2.0%	-1.2%
LmPK inh	-10.9%	-0.1%	2.4%	4.5%	6.3%	1.6%	3.3%	/
Pf growth 96h	29.4%	-19.8%	32.4%[activator]	14.0%	29.3%	/	-16.3%	-17.6%
Sm TGR block	3.7%	4.0%&1.4%	-4.0%	10.7%	-23.3%	-17.0%	1.1%	4.1%
HCV inh	-11.1%	8.4%	-28.9%	4.4%	18.3%	-8.7%	3.5%	?
Pf growth 48h	1.8%	-0.8%	?	23.3%	/	14.1%	0.5%	-7.7%
